# Compound activity as filed in PubChem BioAssay.
# FEN1 inh = qHTS Assay for the Inhibitors of Human Flap endonuclease 1 (FEN1) | P39748 | Recombinant FEN1 flap cleavage, fluorescence, 15 min | Potency, µM (doses to about 114 µM), for the others: at the top dose activity change, negative = inhibition, hits mostly inhibitors | actives 0.35% (n = 390,000); also: nearly all actives have a fitted effect of over 65% in size
#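 Enzyme 10 nM, 15 min RT preincubation with compound; start with substrate 50 nM final; reads at 0 and 15 min; qHTS titration, four-parameter Hill fit.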
# TDP1 cell CPT = qHTS for Inhibitors of human tyrosyl-DNA phosphodiesterase 1 (TDP1): qHTS in cells in presence of CPT; AID 686979, 2013; Potency, µM (highest dose often 46.2 µM), for inactives: at the top dose activity change, negative = growth inhibition, usual class: inhibitors; actives 12% (n = 420,000); chicken DT40 Tdp1-/-;hTDP1 cells + 20 nM CPT, ATP luminescence, 48 h; also: nearly all actives have a fitted effect of over 55% in size
#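 Chicken DT40 Tdp1-/- cells complemented with human TDP1, 400 cells/well, exposed to compounds plus 20 nM camptothecin for at least 48 h at 37 C; viability read as ATP content by CellTiter-Glo luminescence.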
# GCN5L2 inh = qHTS Assay for Inhibitors of GCN5L2; actives 0.21% (n = 390,000); Histone acetyltransferase KAT2A (Homo sapiens), Q92830; GCN5L2 HAT assay, ThioGlo1 CoA-SH fluorescence; Potency, µM (doses to about 58.9 µM), without a hit: top-dose activity change, negative = inhibition, most hits filed as inhibitors
# Target sequence (Q92830 whole entry, looked up): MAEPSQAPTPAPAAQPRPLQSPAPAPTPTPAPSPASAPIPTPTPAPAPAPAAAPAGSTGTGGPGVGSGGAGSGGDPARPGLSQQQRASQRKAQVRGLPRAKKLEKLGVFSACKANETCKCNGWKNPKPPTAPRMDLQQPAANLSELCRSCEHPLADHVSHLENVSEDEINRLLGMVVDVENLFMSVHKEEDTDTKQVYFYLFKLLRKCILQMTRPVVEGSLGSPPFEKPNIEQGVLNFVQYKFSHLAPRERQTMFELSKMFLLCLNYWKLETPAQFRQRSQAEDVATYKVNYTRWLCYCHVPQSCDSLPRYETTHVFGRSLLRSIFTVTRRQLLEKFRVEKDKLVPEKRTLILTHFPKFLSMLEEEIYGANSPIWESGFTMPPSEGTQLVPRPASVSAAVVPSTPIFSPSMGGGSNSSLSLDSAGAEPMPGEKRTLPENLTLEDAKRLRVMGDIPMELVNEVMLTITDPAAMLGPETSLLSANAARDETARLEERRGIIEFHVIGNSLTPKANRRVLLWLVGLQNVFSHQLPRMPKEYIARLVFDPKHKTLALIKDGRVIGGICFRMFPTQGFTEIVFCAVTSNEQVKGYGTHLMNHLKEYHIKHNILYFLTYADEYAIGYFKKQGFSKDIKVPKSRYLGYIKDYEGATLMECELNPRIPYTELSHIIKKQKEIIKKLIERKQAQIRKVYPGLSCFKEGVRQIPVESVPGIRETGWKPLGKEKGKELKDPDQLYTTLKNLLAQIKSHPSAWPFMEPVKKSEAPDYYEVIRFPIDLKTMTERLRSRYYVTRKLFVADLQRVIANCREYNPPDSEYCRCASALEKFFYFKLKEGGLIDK
#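 Free CoA generated was detected with ThioGlo1 (50uM) fluorescence at Ex340nm/Em540nm, read immediately and after 20 min at room temperature. Enzyme, 20 nM in HEPES pH 7.5 buffer, saw compounds 15 min before adding 75uM H3(1-25) peptide and 70uM acetyl-CoA.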
# Starred values were filed as active, the others as inactive; ? = inconclusive; . = not tested or not shown; & = joins results of further samples; [ ] = another dose, or the depositor's remark. Calls follow the shape of the dose curve; as a rule, active = well fitted curve in the direction sought with a large enough effect; inconclusive = small, poorly fitted or top-dose-only effect, or another doubt; inactive = no such curve, though single readings can be large; an effect the other way counts as inactive or inconclusive. % is scaled to controls: 0 for no effect and ±100 for the full control effect; potency is read from the fitted curve at half-maximal effect. Not all compounds are listed. The share of hits here may be higher or lower than overall.
# Values in the order: FEN1 inh	TDP1 cell CPT	GCN5L2 inh
COc1ccc(C(=O)Nc2ccc3c(c2)OCCO3)cc1[N+](=O)[O-]
 : -7%	19%	-3%
COc1ccc(C(=O)COC(=O)CCNS(=O)(=O)c2ccc(NC(C)=O)cc2)c(OC)c1
 : 0%	-16%	1%
C#CCOCCOCCOCCNc1nc(N2CCN(C(=O)CCCCCCCCCCNC(=O)[C@H](CCCCN)n3cc(C[C@@H](C)CC)nn3)CC2)nc(N2CCN(C(=O)CCCCCCCCCCNC(=O)[C@@H]([C@H](C)O)n3cc(C)nn3)CC2)n1
 : 32µM*	4.6µM*	-4%
O=C(Nc1ccc([N+](=O)[O-])cc1NC(=O)c1ccccc1)c1ccccc1
 : 11%	?	.
Clc1ccccc1CNCc1ccncc1
 : 2%	-24%	-2%
Cc1ccc(NC2=C(Cl)C(=O)OC2OC(=O)c2ccccc2C)cc1 (stereo not given)
 : -1%	?	-11%
CCOc1ncccc1C(=O)OCc1ccc(Cl)cc1
 : 3%	16%	-2%
O=c1cnnc(Nc2ccccc2F)[nH]1
 : 3%	-7%	-6%
CCCCn1c(Cn2nc(C(=O)O)c3ccccc3c2=O)nc2cc(S(N)(=O)=O)ccc21
 : -31%	-3%	-4%
CS(=O)(=O)N1CCC2(CC1)CN(C(=O)Nc1cccc(C#N)c1)C2
 : .	-1%	-2%
CCOC(=O)C1(Cc2cccc(OC)c2)CCN(Cc2cccc(O)c2)CC1
 : -1%	-17%	-1%
Cc1nn(-c2ccc(F)cc2)c(C)c1CN1CCN(CCc2ccccc2)C(CCO)C1 (stereo not given)
 : -1%	?	7%
C=C1CC(C(=O)N/N=C/c2ccc(O)cc2)C1
 : 0%	-2%	-3%
Cc1c(C(=O)/C=C/N(C)C)nnn1-c1ccc(Cl)cc1Cl
 : -1%	?	-2%
O=c1c(N2CCc3ccccc3C2)csc2ccc(Br)cc12
 : 2%	23µM*	-9%
CSc1ccc(S(=O)(=O)Nc2ccc(N3CCOCC3)c(Cl)c2)cc1
 : ?	?	-3%
CC(C)C(NC(=O)c1c(F)cccc1F)C(=O)NCC(c1ccccc1)N(C)C (stereo not given)
 : -10%	1%	-2%
COc1ccc(NC(=O)CCOc2ccc(C)cc2)cc1S(=O)(=O)N1CCCCC1
 : -4%	?	-14%
Cc1cc(C)c(S(=O)(=O)NCCc2cc3ccc(C)c(C)c3[nH]c2=O)c(C)c1
 : 0%&7%	?	-5%&-7%
O=C(NCCN1CCOCC1)C(=O)NCc1ccc2c(c1)OCO2
 : 15%	1%	-4%
CCOC(=O)c1ccc(NCc2ccc3c(c2)OCO3)cc1
 : -14%	8%	-14%
COc1ccc(NC(=O)c2ccc(C(=O)Nc3ccc(OC)cc3OC)cc2)c(OC)c1
 : -9%	7%	0%
N#CC1=C2SCCN2C(=O)C(C#N)C12CCCCC2 (stereo not given)
 : -11%	-7%	-3%
Cc1ccc(-c2nn(-c3ccc(F)cc3)cc2C(=O)NCC(c2cccs2)N2CCOCC2)cc1 (stereo not given)
 : -20%	?	-9%
N/C(=N\OC(=O)COc1ccc(Cl)cc1)c1cccnc1
 : -7%	-5%	4%
CC(C)(C)CC(C)(C)c1ccc(OCC(=O)Nc2ccc(S(=O)(=O)Nc3ncccn3)cc2)cc1
 : 0%	-25%	0%
CCCCc1ccc(S(=O)(=O)NCCCN2CCCC2=O)cc1
 : 0%	?	?
CCOc1cccc(C(=O)N(Cc2ccco2)C2CCS(=O)(=O)C2)c1 (stereo not given)
 : 6%	-1%	-2%
CCOc1ccc(N2C(=O)CC(SC(=NC)Nc3ccc(F)cc3)C2=O)cc1 (stereo not given)
 : 3%	?	-9%
Cn1c(Cc2ccccc2)[n+](C)c2ccccc21
 : 2%	?	-6%
NC1=NC(=O)C(=Cc2ccccc2)S1
 : 0%	-10%	.
O=C(N1CCOCC1)C1(S(=O)(=O)c2ccccc2)CC=CC1
 : 1%	-19%	-5%
CCCCc1nc2ccccc2c(NC(=O)CN2CCCC2)c1CCC
 : -6%	-6%	1%
CC(C)(C)C1CCc2c(sc(NC(=O)c3ccco3)c2C(=O)Nc2ccccc2Cl)C1 (stereo not given)
 : -16%	-14%	-5%
CN1CCN(C(=O)c2cc3cc(F)ccc3[nH]2)CC1
 : 13%	?	4%
Cc1ccc(N2C(=O)CS(=O)(=O)C23C(=O)N(Cc2ccccc2C)c2ccccc23)cc1Cl (stereo not given)
 : -19%	?	-9%
COc1ccc(C(=O)N2CCC[C@@]3(CCN(Cc4nccs4)C3)C2)cc1
 : .	-29%	3%
CCC(C(=O)N1CCN(c2cccc(C)c2C)CC1)n1nc(C)c2sc3ccccc3c2c1=O (stereo not given)
 : 17%	6%	-3%
CC(C)C(=O)Nc1nc2c(ncn2[C@H]2CC(O)[C@@H](CO)O2)c(=O)[nH]1 (stereo not given in full)
 : -9%	11µM*	.
C[C@@H]1[C@H]2[C@@H]3CC[C@@H](C3)[C@H]2CN[C@H]1c1cn(Cc2ccccc2)c2ccccc12
 : -1%	16µM*	-1%
CCN(CC)c1ccc(C(=O)Nc2cccc(F)c2)cc1
 : -7%	?	-8%
Cc1ccc2c(C)nc(SC(C(=O)c3ccccc3)c3ccccc3)nc2c1 (stereo not given)
 : 2%	?	-4%
Cc1ccc(N(CC(=O)NCC2CCCO2)C(=O)CCC(=O)Nc2nccs2)cc1C (stereo not given)
 : 2%	1%	-6%
Cc1ccc(S(=O)(=O)NCC(=O)N2CCN(c3ccccn3)CC2)cc1
 : -15%	-6%	-4%[0.501 µM]
Cc1ccc(Nc2nc(NCCO)nc3c2cnn3C)cc1Cl
 : -1%	21µM*	-4%
Cc1ccc(S(=O)(=O)N2CCOCC2)cc1NC(=O)COC(=O)COc1cccc2c1OC(C)(C)C2
 : -2%	34%	-9%
COc1cc2ccccc2cc1C(=O)Nc1ccc(NC(=O)c2cccs2)cc1
 : 12%	21µM*	-5%
CSc1nc2c(c(=O)n1-c1ccc(F)cc1)SCC2
 : -3%	1%	-2%
Cc1ccc(-c2csc(NC(=O)c3ccc(C)o3)n2)cc1
 : -19%	-2%	-7%
OC(Cn1cncn1)c1ccc(Cl)cc1 (stereo not given)
 : -17%	4%	-1%
O=C(N/N=C1\CCCc2ccccc21)c1ccc([N+](=O)[O-])cc1
 : -7%	-2%	2%
CC(Sc1ccccn1)C(=O)Nc1ccc2c(c1)OCCO2 (stereo not given)
 : 2%	1%	0%
CC(=O)N1CCc2cc(S(=O)(=O)NCCCOC(C)C)ccc21
 : -13%	?	-2%
Cc1ccc2c(c1)-c1onc(C(=O)N3CCN(c4cc(C)ccc4C)CC3)c1CO2
 : 0%	.	0%
Cc1ccc(C(=O)N/C(=C\c2cccs2)C(=O)NCC2CCCO2)cc1C (stereo not given)
 : -1%	1%	0%
COC(=O)c1nnc(-c2ccccc2)nc1OC
 : 2%	1%	8%
COc1ccc(/C=C(/NC(=O)c2ccco2)C(=O)N2CCCC2=O)cc1
 : -2%	37%[activator]	-7%
O=C(Nc1cnc2ccccc2c1)c1cccc(-n2cnnn2)c1
 : -3%	-21%	-3%
O=C(Cn1cc(COc2c(F)c(F)cc(F)c2F)nn1)c1ccc(O)cc1
 : -5%	-13%	.
C=CCn1c(NCc2ccco2)nc2ccccc21
 : 1%	2%	1%

# Rewritten as comma-separated lines: part of the list above.
SMILES,FEN1 inh,TDP1 cell CPT,GCN5L2 inh
C[C@@H]1[C@H]2[C@@H]3CC[C@@H](C3)[C@H]2CN[C@H]1c1cn(Cc2ccccc2)c2ccccc12,-1%,16µM*,-1%
CCN(CC)c1ccc(C(=O)Nc2cccc(F)c2)cc1,-7%,?,-8%
Cc1ccc2c(C)nc(SC(C(=O)c3ccccc3)c3ccccc3)nc2c1 (stereo not given),2%,?,-4%
Cc1ccc(N(CC(=O)NCC2CCCO2)C(=O)CCC(=O)Nc2nccs2)cc1C (stereo not given),2%,1%,-6%
Cc1ccc(S(=O)(=O)NCC(=O)N2CCN(c3ccccn3)CC2)cc1,-15%,-6%,-4%[0.501 µM]
Cc1ccc(Nc2nc(NCCO)nc3c2cnn3C)cc1Cl,-1%,21µM*,-4%
Cc1ccc(S(=O)(=O)N2CCOCC2)cc1NC(=O)COC(=O)COc1cccc2c1OC(C)(C)C2,-2%,34%,-9%
COc1cc2ccccc2cc1C(=O)Nc1ccc(NC(=O)c2cccs2)cc1,12%,21µM*,-5%
CSc1nc2c(c(=O)n1-c1ccc(F)cc1)SCC2,-3%,1%,-2%
Cc1ccc(-c2csc(NC(=O)c3ccc(C)o3)n2)cc1,-19%,-2%,-7%
OC(Cn1cncn1)c1ccc(Cl)cc1 (stereo not given),-17%,4%,-1%
O=C(N/N=C1\CCCc2ccccc21)c1ccc([N+](=O)[O-])cc1,-7%,-2%,2%
CC(Sc1ccccn1)C(=O)Nc1ccc2c(c1)OCCO2 (stereo not given),2%,1%,0%
CC(=O)N1CCc2cc(S(=O)(=O)NCCCOC(C)C)ccc21,-13%,?,-2%
Cc1ccc2c(c1)-c1onc(C(=O)N3CCN(c4cc(C)ccc4C)CC3)c1CO2,0%,.,0%
Cc1ccc(C(=O)N/C(=C\c2cccs2)C(=O)NCC2CCCO2)cc1C (stereo not given),-1%,1%,0%
COC(=O)c1nnc(-c2ccccc2)nc1OC,2%,1%,8%
COc1ccc(/C=C(/NC(=O)c2ccco2)C(=O)N2CCCC2=O)cc1,-2%,37%[activator],-7%
O=C(Nc1cnc2ccccc2c1)c1cccc(-n2cnnn2)c1,-3%,-21%,-3%
O=C(Cn1cc(COc2c(F)c(F)cc(F)c2F)nn1)c1ccc(O)cc1,-5%,-13%,.

# Continuation:
# Values in the order: FEN1 inh	TDP1 cell CPT	GCN5L2 inh
COc1ccc(CNC(=O)C2C3C=CC4(CN(Cc5cccnc5)C(=O)C24)O3)cc1 (stereo not given)
 : -2%	1%	0%
CC(=O)Nc1c([N+](=O)[O-])cc2[nH]c(=O)[nH]c2c1[N+](=O)[O-]
 : 0%	17%	-12%
Cc1ccccc1OCC(=O)OCC(=O)NCc1ccccc1
 : -7%	5%	-4%
CC(C)(C)c1ccc(C(=O)NCC(=O)OCC(=O)Nc2nc(-c3ccc(F)cc3)cs2)cc1
 : -2%	?	-3%
O=C(Cc1noc2ccccc12)Nc1ccccn1
 : 3%	-1%	2%
O=C1CC(c2ccco2)CC(O)=C1C=Nc1ccccc1-c1ccccc1 (stereo not given)
 : -11%	18µM*	-17%
CCc1cccc(NC(=O)c2sc3nc4n(c(=O)c3c2C)CCC4)c1
 : 1%	?	-8%
COc1ccc(CN(CC(=O)NCc2ccc3c(c2)OCO3)C(=O)c2csnn2)cc1
 : 2%	-2%	-6%
CC(C)(CSc1ccccn1)NS(=O)(=O)c1ccc(Cl)cc1
 : 19%	-25%	-6%
Cc1ccc(CNC(=O)C2CC=CCC2C(=O)O)cc1 (stereo not given)
 : -18%	?	1%
CCc1cc2c(=O)[nH]cnc2s1
 : 0%	-5%	-13%
c1ccc(-n2nnnc2NC2CCCCC2)cc1
 : 4%	-16%	1%
Cc1cccc([C@@H]2[C@@H]3C(=O)N(Cc4ccccc4)C(=O)[C@@H]3[C@]3(Cc4ccc(Cl)cc4)C(=O)N(c4ccccc4)C(=O)N23)c1
 : 12%	-10%	-13%
O=C(Nc1ccc(S(=O)(=O)Nc2ccccc2)cc1)C1COc2ccccc2O1 (stereo not given)
 : 4%	16µM*	-14%
COc1cccc(/C=C2\SC(=S)N(CCCC(=O)NC3=NCCS3)C2=O)c1
 : -5%	-9%	0%
O=C(CC1(O)C(=O)N(Cc2ccccc2)c2ccccc21)c1ccc2c(c1)OCO2 (stereo not given)
 : -19%	?	-4%[0.501 µM]
